Screens: PubChem, several laboratories
MrgX1 agonist: activates human MrgX1 receptor signaling | actives 0.44% (n = 310,000) | B-score at 10 µM | AID 588627 | MrgX1-HEK293 cells, Fluo-4 calcium fluorescence, agonist mode; hits give high values | Q96LB2;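 active = calcium response B-score plate-corrected fluorescence ratio at least 3 library SD, with starting fluorescence B-score inside 5 SD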
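Test system: HEK293 cells stably expressing human MrgX1 receptor; amount: 15,000 cells per well; doses: compound delivered in addition one of three; times: overnight plating before 1 h dye loading; detection: Fluo-4 NW calcium-flux fluorescence, kinetic read; read-out basis: B-scored fluorescence response ratio; controls: positive and negative controls per plate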
TRPC4 agonist: activators of mouse TRPC4 channel; Q9QUQ5; B-score at 10 µM; actives 0.49% (n = 310,000); AID 2237; HEK293 TRPC4beta/mu-opioid, Fluo4 calcium fluorescence; hits give high values;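 active = B-score above 5 SD of library B-scores, and initial fluorescence ratio not above library mean plus 5 SD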;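 also: positive B-score marks a calcium rise read as TRPC4 activation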
Target sequence (Q9QUQ5 whole entry, looked up): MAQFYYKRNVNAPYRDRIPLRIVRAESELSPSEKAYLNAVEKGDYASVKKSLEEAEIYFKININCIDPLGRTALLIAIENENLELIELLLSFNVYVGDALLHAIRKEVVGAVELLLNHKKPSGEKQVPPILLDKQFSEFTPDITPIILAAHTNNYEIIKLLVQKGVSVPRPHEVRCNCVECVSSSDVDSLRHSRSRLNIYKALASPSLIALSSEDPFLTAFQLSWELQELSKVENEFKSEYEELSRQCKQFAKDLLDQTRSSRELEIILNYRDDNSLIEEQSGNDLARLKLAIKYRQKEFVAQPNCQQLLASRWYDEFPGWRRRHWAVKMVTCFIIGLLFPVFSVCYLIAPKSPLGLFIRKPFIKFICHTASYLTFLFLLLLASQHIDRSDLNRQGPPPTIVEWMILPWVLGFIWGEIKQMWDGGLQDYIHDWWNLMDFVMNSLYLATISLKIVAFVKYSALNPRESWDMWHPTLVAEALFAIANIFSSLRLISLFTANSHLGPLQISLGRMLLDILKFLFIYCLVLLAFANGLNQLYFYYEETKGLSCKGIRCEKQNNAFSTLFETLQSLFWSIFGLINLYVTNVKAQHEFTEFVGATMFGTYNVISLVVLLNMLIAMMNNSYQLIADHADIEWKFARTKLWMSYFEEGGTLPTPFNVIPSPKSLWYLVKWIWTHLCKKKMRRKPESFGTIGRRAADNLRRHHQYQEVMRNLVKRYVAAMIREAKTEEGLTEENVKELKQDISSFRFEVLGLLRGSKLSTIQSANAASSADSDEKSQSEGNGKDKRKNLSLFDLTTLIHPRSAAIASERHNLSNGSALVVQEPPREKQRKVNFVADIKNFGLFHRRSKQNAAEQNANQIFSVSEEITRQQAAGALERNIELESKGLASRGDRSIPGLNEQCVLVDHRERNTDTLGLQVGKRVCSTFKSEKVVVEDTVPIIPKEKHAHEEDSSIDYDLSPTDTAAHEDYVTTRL
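system = HEK293 cells stably co-expressing mouse TRPC4beta and mu-opioid receptor | schedule = Fluo4 dye loading 45 min at room temperature, 110 s recording | measure = B-scored integrated calcium fluorescence ratio | signal = Fluo4 calcium-sensitive dye fluorescence, kinetic, 1 Hz baseline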
MrgX1 PAM: human MrgX1 positive allosteric modulation, primary screen; Q96LB2; MrgX1-HEK293, Fluo-4 calcium flux, FDSS; hits give high values; B-score at 10 µM; actives 0.63% (n = 310,000); AID 588675;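 active = plate-corrected calcium response at least 3 library SD above typical, normal starting fluorescence, not activating the receptor alone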;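 also: compound read alongside a low EC10 to EC30 dose of BAM8-22 agonist; peak minus trough fluorescence over baseline measured at the second addition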
TRPC6 inh: mouse TRPC6 channel inhibition. Q61143. HEK293-TRPC6, membrane potential dye, ACh-evoked depolarization; hits give low values. B-score at 10 µM. actives 1.1% (n = 310,000). AID 2553;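 active = B-score under library mean minus 3 SD, initial fluorescence not abnormally high, positive integrated signal ratio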;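 also: B-score derived from integrated fluorescence ratio over the kinetic read; more negative B-score means stronger inhibition of depolarization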
AI-2 QS modul: Vibrio harveyi AI-2 quorum sensing modulation | actives 0.4% (n = 300,000) | activity change, % at 7.5 µM | Vibrio harveyi JMH597 AI-2 luminescence/OD600 ratio, 9 h; hits give low values; strain lacks LuxN and CqsS sensors; 0 = neutral-control median | AID 2094; in the data active = activity change below about -75%, passing the limit was not always enough;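 also: luminescence divided by OD600 gain over 9 h not by final OD600 alone; inactives centre near 13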
TRPC6 activator: activators of mouse TRPC6 channel; Q61143; HEK293-TRPC6 membrane potential dye fluorescence; hits give high values; B-score at 10 µM; actives 0.13% (n = 310,000); AID 2550;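 active = B-score of the integrated fluorescence ratio above library mean plus 3 SD, and starting fluorescence ratio within library mean plus 5 SD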;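 also: higher score means more depolarization so channel activation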
TRPC4 inh: TRPC4 (mouse) channel inhibition. Q9QUQ5. HEK293 TRPC4beta/mu-opioid, DAMGO-evoked Fluo4 calcium flux; hits give low values. B-score at 10 µM. actives 0.39% (n = 300,000). AID 2247;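 active = B-score over 3 SD under the library average, no early fluorescence shift, positive overall ratio signal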
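material = TRPC4beta/mu-opioid receptor HEK293 cell line | probe or stimulus = sequential submaximal and maximal DAMGO stimulation | compound dosing = one concentration per compound | measured by = Fluo4 Ca2+ flux fluorescence | evaluation = integrated fluorescence ratio relative to baseline, converted to per-well B score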
TRPC4 potent: TRPC4 (mouse) allosteric potentiation. Q9QUQ5. HEK293 TRPC4beta/mu-opioid, DAMGO EC20, Fluo-4 Ca2+ flux; hits give high values. B-score at 10 µM. actives 0.42% (n = 310,000). AID 2227;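 active = B-score of calcium response area above 5 SD of library B-scores, with initial fluorescence ratio within 5 SD of library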;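 also: B-score of integrated fluorescence ratio over time as area under calcium response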
HIF activator: HIF pathway transcriptional activation; U2OS HRE-luciferase reporter, luminescence; normalized: DMSO 0%, desferrioxamine 100%; activation, % at 7.5 µM (by protocol); actives 0.32% (n = 300,000); AID 1910;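 active = mean activation of at least 10% of the iron chelator positive control signal, with at least half of replicates also reaching 10%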
MrgX1 antagonist: human MrgX1 receptor antagonism, primary screen. MRGX1-HEK293 calcium flux, Fluo-4, BAM8-22 antagonism; hits give low values. AID 588676. B-score at 10 µM. actives 1.3% (n = 310,000);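 active = calcium-response B-score plate-corrected more than 3 library SD below zero, starting fluorescence within 5 deviations, no agonist response on first addition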;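 also: peak minus trough fluorescence over baseline after final BAM8-22 challenge near maximal dose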
PolyA inh: blocks polyadenylation in yeast reporter cells. calls only at 12 µM. actives 0.02% (n = 300,000). S. cerevisiae SKY197-pL101 polyadenylation reporter, beta-gal luminescence; efflux-impaired pdr1/pdr3 knockout yeast; score 100 = 6 SD above DMSO. AID 1875;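 active = lowest replicate activity score at least 50, where 100 means six control SD above control mean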;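 also: yeast exposed to compound for 9 h at 30 °C; higher score means more reporter readthrough which indicates perturbed polyadenylation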
* marks the source's active call; other numbers are inactive results; i = inactive; . = no result given.

SMILES	MrgX1 agonist	TRPC4 agonist	MrgX1 PAM	TRPC6 inh	AI-2 QS modul	TRPC6 activator	TRPC4 inh	TRPC4 potent	HIF activator	MrgX1 antagonist	PolyA inh
CCS(=O)(=O)N1CCC2(CC1)OCCN2S(=O)(=O)c1ccc(C)cc1	i	i	i	i	4	i	i	i	0.4	i	i
COc1ccc(N2CCN(C(CNS(=O)(=O)c3ccc4c(c3)OCCO4)c3ccco3)CC2)cc1 (configuration not stated)	i	i	i	i	15	i	i	i	.	i	i
COc1ccccc1C(=O)C1CCCN(C(=O)c2ccc(C(C)=O)s2)C1 (configuration not stated)	i	i	i	i	28	i	i	i	0.0	i	i
CCOC(=O)c1c(C)[nH]c(C)c1S(=O)(=O)NC(CC)CN1CCOCC1 (configuration not stated)	i	i	i	i	13	i	i	i	-0.6	i	i
COc1ccc(/C=C/C(=O)O)cc1S(=O)(=O)NCc1ccco1	i	i	i	i	12	i	i	i	-0.1	i	i
Fc1ccc(-c2csc3ncnc(N4CCN(Cc5ccccc5)CC4)c23)cc1	i	i	i	i	10	i	i	i	-0.2	i	i
COc1ccc(CNC(=O)C2CCCN(S(=O)(=O)c3ccccc3)C2)cc1 (configuration not stated)	i	i	i	i	13	i	i	i	0.0	i	i
CS(=O)(=O)c1cccc(C(=O)Nc2nnc(C3=COCCO3)o2)c1	i	i	i	i	15	i	i	i	-1.3	i	i
Cc1cc(C)n(-c2nc(NCCO)c3c4c(sc3n2)CCCC4)n1	i	i	i	i	21	i	i	i	0.6	i	i
C=CCNC(=O)COc1cc(C)ccc1C	i	i	i	i	14	i	i	i	-0.2	i	i
CCc1c(C)nc2cc(-c3ccccc3)[nH]n2c1=O	i	i	i	i	-6	i	i	i	1.9	i	i
Cc1ccccc1-c1noc(CCC(=O)NCC2CCCO2)n1 (configuration not stated)	i	i	i	i	16	i	i	i	-0.4	i	i
CC(=O)c1cccc(N=C2NC(=O)CS2)c1	i	i	i	i	5	i	i	i	-0.3	i	i
CC(C)Cn1c(SCC(=O)N2CCCCC2)nc2ccccc2c1=O	i	i	i	i	13	i	i	i	-0.9	i	i
Cc1ccccc1-n1c(SCC(=O)c2c(N)n(C)c(=O)n(C)c2=O)nc2sc3c(c2c1=O)CCCC3	i	i	i	i	24	i	i	i	-0.3	i	i
COc1ccc(S(=O)(=O)N2CCN(c3ccc4nnc(-c5ccccc5)n4n3)CC2)cc1	i	i	i	i	4	i	i	i	0.1	i	i
COc1ccc2c(c1OC)C(=O)OC2Nc1nc2ccccc2s1 (configuration not stated)	i	i	i	i	41	i	i	i	1.4	i	i
O=C(C[n+]1ccc(-c2nnc3n2CCC3)cc1)c1ccc(Cl)cc1	i	i	i	i	16	i	i	i	-0.5	i	i
COc1ccc2nc3ccccc3nc2c1NC(=O)c1ccc(Cl)cc1Cl	i	i	i	i	24	i	i	i	-0.2	i	i
O=C(CCCc1cccs1)Nc1nccs1	i	i	i	i	3	i	i	i	1.0	i	i
Cc1cccc(OCC(=O)N/N=C/c2cc([N+](=O)[O-])ccc2N2CCOCC2)c1	i	i	i	i	5	i	i	i	-0.5	i	i
CCOC(=O)c1[nH]c(C)c(C(=O)NCCCOC(C)C)c1C	i	i	i	i	16	i	.	i	-0.1	i	i
CC1CC(C)CN(C(=O)COc2ccc(-c3nnco3)cc2)C1 (configuration not stated)	i	i	i	i	0	i	i	i	0.0	i	i
O=C(CN(c1ccc(F)cc1)S(=O)(=O)c1ccccc1)NCc1ccco1	i	i	i	i	16	i	i	i	-0.2	i	i
Cc1cc(OCC(=O)O)c2cccc(C)c2n1	i	i	i	i	21	i	i	i	-1.1	i	i
CCCN(CCC)c1nc(N)c(C#N)c(CC#N)c1C#N	i	i	i	i	4	i	i	i	1.5	i	i
Cc1ccc(NC(=O)NCCCN2CCCC2=O)cc1Cl	i	i	i	i	4	i	i	i	1.6	i	i
CCOc1ccc2ccccc2c1/C=N/NC(=O)CNC(=O)C(c1ccccc1)c1ccccc1	i	i	i	i	29	i	i	i	-0.4	i	i
O=C(NC(=S)Nc1ccccc1N1CCCC1)c1ccccc1Br	i	i	i	i	5	i	i	i	0.0	i	i
CCC(C)C(=O)Nc1ccc(OC)cc1[N+](=O)[O-] (configuration not stated)	i	i	i	i	8	i	i	i	-0.4	i	i
CCN(CC(=O)Nc1cc(Cl)ccc1C)C(=O)CSCc1ccc(C)cc1	i	i	i	i	14	i	i	i	0.2	i	i
CCN(C(=O)N1CCOCC1)c1ccccc1	i	i	i	i	-10	i	i	i	0.0	i	i
NS(=O)(=O)c1ccc(CCNC(=O)CCCNC(=O)c2ccc(Cl)cc2)cc1	i	i	i	i	45	i	i	i	0.1	i	.
CC(CN1CCN(C)CC1)OC(=O)c1ccc(F)cc1 (configuration not stated)	i	i	i	i	14	i	i	i	0.1	i	i
COc1ccc(C(=O)N/N=C(\c2ccccc2)c2ccccn2)cc1	i	i	i	i	47	i	i	i	49*	i	i
Cc1ccc(NCc2nnc(SCC(=O)NCc3ccco3)n2CC2CCCO2)c(C)c1 (configuration not stated)	i	i	i	i	12	i	i	i	-0.1	i	i
O=C(CCNS(=O)(=O)c1ccccc1C(F)(F)F)N1CCN(S(=O)(=O)c2cccc(F)c2)CC1	i	i	i	i	21	i	i	i	0.4	i	i
COc1ccc(OC)c(CNC(=O)Cn2nc(C)c3c(C)n(-c4ccc(C)cc4)nc3c2=O)c1	i	i	i	i	41	i	i	i	0.3	i	i
CC(=O)c1c(C)[nH]c(C(=O)NCCc2c[nH]c3ccccc23)c1C	i	i	i	i	2	i	i	i	1.1	i	i
COc1ccccc1OCCn1cc(C(=O)O)c2ccccc21	i	i	i	i	13	i	i	i	0.1	i	i
COC(=O)COc1ccc(S(=O)(=O)Nc2cc([N+](=O)[O-])ccc2C)cc1	i	i	i	i	1	i	i	i	-0.2	i	.
CCCN1CCC2(CC1)NC(C(=O)O)Cc1c2[nH]c2ccccc12 (configuration not stated)	i	i	i	i	21	i	i	i	-0.5	i	i
CC(=O)c1nc2ccccc2n1CCc1ccccc1	i	i	i	i	44	i	i	i	-0.7	i	i
COc1cccc(C(=O)Nn2c(C)nnc2-n2nc(C)cc2C)c1	i	i	i	i	6	i	i	i	-0.1	i	i
O=C(Cc1ccccc1)N1CCN(c2ccc([N+](=O)[O-])cc2)CC1	i	i	i	i	6	i	i	i	0.0	i	i
CCOC(=O)C1(C)NC(c2cccs2)C2C(=O)N(c3ccccc3)C(=O)C21 (configuration not stated)	i	i	i	i	10	i	i	i	-0.2	i	i
Cc1ccc(C)c(N2CCN(c3cnn(-c4nc5ccccc5s4)c(=O)c3Cl)CC2)c1	i	i	i	i	28	i	i	i	5.3	i	i
COc1ccc(-c2[nH]ncc2CN2CCN(c3ccccn3)CC2)c(OC)c1	i	i	i	i	21	i	i	i	-0.7	i	i
CSc1nc2ncc(-c3ccsc3)c(N)n2n1	i	i	i	i	16	i	i	i	0.1	i	i
CN(CC(=O)Nc1cccc(F)c1)C(=O)c1ccccc1Cc1ccccc1	i	i	i	i	10	i	i	i	-0.5	i	i
Cc1ccccc1OCC(O)Cn1c(NCCN(C)C)nc2c1c(=O)n(C)c(=O)n2C (configuration not stated)	i	i	i	i	14	i	i	i	.	i	i
CCOCCCn1c(=S)[nH]c2cc(C(=O)NCCOC)ccc2c1=O	i	i	i	i	20	i	i	i	-0.2	i	i
Cc1ccc(CNC(=O)c2cn(C3CCCC3)c(=O)c3c2c2ccccc2n3C)o1	i	i	i	i	10	i	i	i	0.9	i	i
CCC1(CC)NC(=O)N(CC(=O)OC(C)C(=O)Nc2cc([N+](=O)[O-])ccc2OC)C1=O (configuration not stated)	i	i	i	i	3	i	i	i	-0.5	i	i
C/C(=N/Nc1ccccc1[N+](=O)[O-])c1ccc([N+](=O)[O-])cc1	i	i	i	i	9	i	i	i	0.8	i	i
CCN(CC)c1ccc(NC(=O)C2=CCN(S(=O)(=O)c3ccc(F)cc3)CC2)c(C)c1	i	i	i	i	13	i	i	i	.	i	i
Cc1cnc(CN(C)C(=O)C2CCC(=O)N(CCc3ccccc3)C2)[nH]1 (configuration not stated)	i	i	i	i	-4	i	i	i	0.0	i	i
COc1cccc(N=C2NC(=O)/C(=C/c3cc([N+](=O)[O-])ccc3O)S2)c1	i	i	i	i	16	i	i	i	-1.1	-11*	i
O=C(O)CC(Cn1[nH]nnc1=S)c1ccccc1 (configuration not stated)	i	i	i	i	22	i	i	i	-0.3	i	i
Cc1nnc(-c2cccc(C(F)(F)F)c2)nc1N1CCOCC1	i	i	i	i	17	i	i	i	0.2	i	i

Next results.
SMILES	MrgX1 agonist	TRPC4 agonist	MrgX1 PAM	TRPC6 inh	AI-2 QS modul	TRPC6 activator	TRPC4 inh	TRPC4 potent	HIF activator	MrgX1 antagonist	PolyA inh
CCOC(=O)c1cn(CC(=O)Nc2ccc(C(C)C)cc2)nn1	i	i	i	i	8	i	i	i	-0.2	i	i
NS(=O)(=O)c1ccc(CCNC(=O)Cn2c(=O)c3cccn3c3cccnc32)cc1	i	i	i	i	13	i	i	i	-0.2	i	i
COC(=O)c1ccc(Oc2ccc3nncn3n2)cc1	i	i	i	i	18	i	i	i	0.0	i	i
CC(=O)c1ccccc1OC(=O)CCN1C(=O)C2C3C=CC(C4CC34)C2C1=O (configuration not stated)	i	i	i	i	13	i	i	i	-0.5	-4.5*	i
COC(=O)c1c(N2C(=O)Nc3ccccc3N2O)sc2c1CCCC2	i	i	i	i	1	12*	i	i	-15	i	i

This is a subset. The share of hits here may be higher or lower than overall.
